# D1 agonist: activates the human D1 dopamine receptor; P21728; HEK293 T-REx D1 cells, calcium flux, agonist mode; activation, % at 2 µM; actives 1% (n = 360,000); in the data active means activation above about 30%; further: 0% is about no effect
# Target sequence (P21728 whole entry, looked up): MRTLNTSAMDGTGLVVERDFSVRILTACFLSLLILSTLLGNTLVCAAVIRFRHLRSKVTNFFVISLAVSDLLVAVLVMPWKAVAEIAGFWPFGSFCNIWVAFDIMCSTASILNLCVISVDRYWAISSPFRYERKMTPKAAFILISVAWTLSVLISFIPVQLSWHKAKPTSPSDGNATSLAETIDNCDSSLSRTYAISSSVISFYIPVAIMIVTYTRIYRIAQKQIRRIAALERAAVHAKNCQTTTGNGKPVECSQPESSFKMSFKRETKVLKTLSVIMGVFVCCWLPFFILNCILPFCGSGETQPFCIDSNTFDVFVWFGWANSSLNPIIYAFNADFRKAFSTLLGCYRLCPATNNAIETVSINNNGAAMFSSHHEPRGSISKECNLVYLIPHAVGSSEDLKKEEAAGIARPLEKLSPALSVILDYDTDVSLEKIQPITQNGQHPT
#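 Tetracycline-induced HEK293 TREx D1 cells, force-coupled to calcium signalling, were dye-loaded with a no-wash calcium kit. Compound was pin-added after a 10 s baseline. Fluorescence was read kinetically at 1 cycle/s for 180 s, with calcium rises flagged as agonism.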
# D1 antag: blocks dopamine activation of the human D1 receptor. P21728. HEK293 TREx D1 cells, calcium flux, dopamine EC80; stronger effect = lower value. activity change, negative = inhibition, % at 10 µM. actives 3.2% (n = 360,000); in the data active means activity change below about -30%; further: on the % scale 0 is the no-effect control and ±100 the full control effect
#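 Calcium flux readout: force-coupled, inducible Hek293 Trex D1 line, cells induced overnight at 30 C with tetracycline, dye-loaded 30–90 min at RT. Antagonism scored against EC80 dopamine challenge given 180 s after compound.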
# D1 PAM: potentiators of human D1 dopamine receptor; P21728; HEK293 TREx D1 cells, calcium flux, dopamine EC20 potentiation; potentiation, % at 10 µM; actives 0.036% (n = 360,000); AID 504651; in the data active means potentiation above about 30%; further: 0% is about no effect
# GRP78 ERSR act: ER stress response induction in glioma | U87-MG GRP78 promoter luciferase reporter, 16 h | Potency, µM, without a hit: top-dose activation, hits mostly activators | actives 0.02% (n = 420,000) | AID 602332; further: potency means the concentration at half of the fitted maximal effect; series mostly up to about 76 µM; % of control where 0% means no effect; nearly all actives have a fitted effect of over 35% in size
#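 ERSR induction read as luciferase luminescence (Bright-Glo, 10 min at room temperature) in stably transfected human U87-MG glioma cells exposed to compounds for 16 h, using GRP78 as sensor.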
# RXFP1 agonist: activates the human relaxin receptor RXFP1. Q9HBX9. HEK293T-RXFP1 cAMP TR-FRET, 30 min; response scale: percent of porcine relaxin response, buffer zero. Potency, µM (highest dose often 57.5 µM), for the others: top-dose activation, hits mostly activators. actives 0.3% (n = 370,000). AID 2676; further: potency means the concentration at half of the fitted maximal effect; on the % scale 0 is the no-effect control and ±100 the full control effect; nearly all actives have a fitted effect of over 60% in size; many of its hits are not listed in these tables
#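 HEK293T cells stably expressing RXFP1 were pretreated with the PDE4 inhibitor Ro 20174, exposed to compounds for 30 min at 37C, lysed, and cAMP was read by TR-FRET. Data normalized to buffer (basal) and 29 nM porcine relaxin (100%).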
# D2 PAM: positive allosteric modulators of human D2 dopamine receptor. P14416. HEK293 T-REx D2, calcium flux, EC20 dopamine potentiation. potentiation, % at 10 µM. actives 0.34% (n = 340,000). AID 485347;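 active means potentiation over 3 SD above the plate norm, cut at about 30% in these data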; further: 0% is about no effect
#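 Primary screen. Calcium kinetics in induced HEK293 T-REx D2 cells: compound pre-addition 180 s, EC20 dopamine, 180 s more.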
# Vif-APOBEC3F blk: Vif-A3F binding inhibition; Potency, µM (series often up to 46.1 µM), without a hit: at the highest dose activity, negative = active; AID 602313; actives 0.2% (n = 390,000); HeLa A3F-eYFP + Vif (tagged APOBEC3F with the HIV-1 protein that degrades it), YFP fluorescence increase; further: potency means the concentration at half of the fitted maximal effect; % of control where 0% means no effect; nearly all actives have a fitted effect of over 65% in size
#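 HeLa cells stably expressing Vif plus C-terminally eYFP-tagged A3F were seeded, incubated overnight at 37 deg C, dosed with compound, incubated overnight again at 37 deg C. Yellow fluorescence (Ex 488/Em 500-530) reported blocked Vif-mediated A3F-eYFP degradation.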
# RXFP1 antagonist: blocks the human relaxin receptor RXFP1; Q9HBX9; HEK293-RXFP1, relaxin-stimulated cAMP HTRF, 30 min; stronger effect = lower value; activity change, negative = inhibition, % at 57.5 µM; actives 0.59% (n = 350,000); AID 1259400;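 active means activity change of -60% or lower, but not beyond a set lower limit; inconclusive means change between -60% and -40%, or beyond the set limit; inactive means change above -40%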; further: on the % scale 0 is the no-effect control and ±100 the full control effect
# Vif-A3G inh: blocks the Vif interaction with human APOBEC3G; Q9HC16; Potency, µM (doses to about 46.1 µM), inactives show at the highest dose activity, negative = active, hits mostly inhibitors; actives 0.076% (n = 410,000); HeLa A3G-eYFP + Vif (tagged APOBEC3G with the HIV-1 protein that degrades it), YFP fluorescence, overnight;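 further: potency means the concentration at half of the fitted maximal effect; on the % scale 0 is the no-effect control and ±100 the full control effect; nearly all actives have a fitted effect of over 60% in size; hits raise eYFP signal because A3G escapes Vif-driven loss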
# Target sequence (Q9HC16 whole entry, looked up): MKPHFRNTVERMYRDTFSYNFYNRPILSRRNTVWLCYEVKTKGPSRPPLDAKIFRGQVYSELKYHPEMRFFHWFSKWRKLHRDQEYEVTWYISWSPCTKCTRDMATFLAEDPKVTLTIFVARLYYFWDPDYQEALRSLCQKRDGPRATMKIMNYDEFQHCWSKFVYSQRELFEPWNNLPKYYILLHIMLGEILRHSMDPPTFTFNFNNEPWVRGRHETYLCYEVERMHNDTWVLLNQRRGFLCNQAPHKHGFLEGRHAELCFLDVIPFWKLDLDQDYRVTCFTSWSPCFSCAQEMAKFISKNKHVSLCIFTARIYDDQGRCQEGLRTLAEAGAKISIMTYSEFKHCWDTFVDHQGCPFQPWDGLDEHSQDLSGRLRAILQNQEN
#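 Read-out is eYFP fluorescence (Ex 488/Em 500-530) from Vif-expressing HeLa A3G-eYFP cells; more signal means A3G escaped Vif-mediated degradation. Cells plated overnight, compound pinned in, incubated overnight at 37 deg C.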
# * hit, by the source's call; ? = inconclusive; · = not tested or not shown. Unless noted, the call rests on the fitted dose curve; in most records, active means well fitted curve in the direction sought with a large enough effect; inconclusive means small, poorly fitted or top-dose-only effect, or another doubt; inactive means no such curve, though single readings can be large; an effect the other way counts as inactive or inconclusive.
# Start of the data: the first 2 compounds (preview)
SMILES,D1 agonist,D1 antag,D1 PAM,GRP78 ERSR act,RXFP1 agonist,D2 PAM,Vif-APOBEC3F blk,RXFP1 antagonist,Vif-A3G inh
O=C(NCc1cccnc1)c1cn(-c2ccccc2)nc1-c1ccccc1,2,-27,-1,-2%,-0.2%,-26,6%,-27,0%
Cc1cc(=O)oc2ccc(OC(=O)CN3C(=O)c4cccc([N+](=O)[O-])c4C3=O)cc12,3,10,-2,6%,0.7%,0,-14%,5,-6%

# The listing, from the start:
SMILES,D1 agonist,D1 antag,D1 PAM,GRP78 ERSR act,RXFP1 agonist,D2 PAM,Vif-APOBEC3F blk,RXFP1 antagonist,Vif-A3G inh
O=C(NCc1cccnc1)c1cn(-c2ccccc2)nc1-c1ccccc1,2,-27,-1,-2%,-0.2%,-26,6%,-27,0%
Cc1cc(=O)oc2ccc(OC(=O)CN3C(=O)c4cccc([N+](=O)[O-])c4C3=O)cc12,3,10,-2,6%,0.7%,0,-14%,5,-6%
O=C(O)c1cc(N/N=C/c2ccncc2)ccc1Cl,1,0,-2,-11%,1.0%,12,6%,-7,-1%
C#CCSc1nnc(-c2sc(-c3ccccc3)nc2C)n1C,3,10,-5,5%,5.2%,-10,-3%,6,0%
Cc1cc2cc3c(cc2nc1SCC(=O)N1c2ccccc2CC1C)OCO3 (stereo not drawn),2,-22,-5,-4%,2.9%,8,4%,-9,1%
Cc1ccc(S(=O)(=O)N2CCCC2c2nc3ccccc3s2)cc1 (stereo not drawn),·,·,·,-2%,-0.2%,·,-4%,-6,2%
COc1cccc(NC(=O)Cn2c(=O)n(Cc3ccc(F)cc3)c(=O)c3sc4ccccc4c32)c1,3,3,3,-5%,?,11,-4%,·,1%
Cc1ccc(S(=O)(=O)CCC(=O)OCC(=O)N2c3ccccc3CC2C)cc1 (stereo not drawn),0,1,-2,-4%,0.4%,4,5%,-11,-6%
COc1ccc2c(c1)c(/C=N/Nc1ccc(C(=O)O)cc1)c(C)n2C,1,0,5,-1%,3.5%,12,2%,1,-7%
Cc1ccc(C)c(C2=NNC(=O)CC2)c1,·,·,·,-4%,·,·,-4%,5,0%
CCOC(=O)c1sc2nc(COC(=O)c3c(F)cccc3F)[nH]c(=O)c2c1C,3,14,5,2%,0.0%,10,-22%,3,-4%
CC(=O)Nc1ccc(S(=O)(=O)Nc2nnc(CC(C)(C)C)s2)cc1,6,-13,-5,-4%,-0.9%,5,0%,6,0%
O=C(NCc1cc(F)cc(C(F)(F)F)c1)C1CCC(=O)N(C2CCCC2)C1 (stereo not drawn),2,7,-1,2%,0.2%,39*,-13%,-13,0%
Cc1ccc(S(=O)(=O)N2CCCCC2)cc1NC(=O)CN1CCCC1c1cccs1 (stereo not drawn),·,·,·,-7%,·,·,5%,10,0%
Cc1ccc(OCC(=O)N/N=C/c2cccc3cccnc23)cc1,1,2,11,-4%,-0.3%,5,-6%,1,1%
Cc1cc(C)cc(NC(=O)CSc2nnnn2-c2cccnc2)c1,2,3,-10,-3%,0.0%,-4,0%,-20,1%
CCNc1ccc(Br)cc(C(=O)/C=C/c2ccccc2Cl)c1=O,·,·,·,4%,·,·,?,-20,10µM*
Cn1nc(C(=O)NCc2cccc(Cl)c2)c2c1-c1ccccc1SC2,-1,2,-1,0%,-3.1%,-1,3%,17,1%
CCN(CC)c1ccc(C(=O)OCC(=O)Nc2ncccn2)cc1,·,·,·,0%,·,·,-5%,-2,-3%
C=CCn1c(SCC(=O)N2CCc3ccccc3C2)nc2ccccc2c1=O,2,-5,2,-2%,1.6%,·,-2%,-1,3%
COc1ccc(Nc2ncnc3c2cnn3-c2ccccc2)cc1OC,0,2,2,-3%,0.5%,-6,0%,·,-8%
COc1ccc(C2Nc3ccccc3C(=O)N2Cc2ccccc2)cc1OC (stereo not drawn),·,·,·,-7%,·,·,8%,4,1%
O=C(CSc1ncn(-c2ccccc2)n1)Nc1ccc2c(c1)OCO2,0,-2,4,-3%,0.8%,-4,8%,0,-1%
Cc1ccc(-c2nc3cc(C)ccc3o2)cc1,3,13,-4,-11%,-0.7%,22,-10%,-3,1%
N#Cc1nc(-c2ccc(OCc3ccccc3Cl)cc2)oc1NCCCn1ccnc1,3,7,1,·,-0.3%,12,·,·,·
Cc1cc(Nc2ccccc2Cl)c2ccccc2n1,·,·,·,-10%,·,·,15%,?,-1%
COCCc1ncc(CN2CCCC(C(=O)Nc3cccc(-c4cccc(C)c4)c3)C2)cn1 (stereo not drawn),14,-19,3,-6%,-2.5%,1,0%,-4,1%
NC(=O)c1cccn1Cc1ccccc1Cl,6,7,1,-5%,-1.1%,7,1%,-32,-1%
Cn1c(N)c(C(=O)COC(=O)c2ccccc2NCc2ccco2)c(=O)n(C)c1=O,0,-2,-3,-1%,8.3%,-1,-2%,-3,-5%
CCN(C(=O)COC(=O)c1cc([N+](=O)[O-])ccc1N1CCCCC1)C1CCS(=O)(=O)C1 (stereo not drawn),0,-11,0,-4%,3.3%,9,7%,-4,3%
C/C=C(\C)C(=O)NCCN1C2=NC[C@H](C)N2C[C@@H]1Cc1ccc(OC)cc1,0,9,-3,-3%,0.0%,8,0%,·,1%
CC1CN(C(=O)COC(=O)c2ccccc2O)CC(C)O1 (stereo not drawn),1,16,-3,-4%,0.2%,-1,3%,-5,1%
CCN(CC)C(=O)c1cc(-c2ccc3c(c2)OCO3)on1,2,-15,-8,-4%,0.1%,-7,-9%,-2,-2%
Cc1ccc(NC(=O)CSc2nc3ccccc3n2CC(=O)N2CCC(C)CC2)cc1C,6,-6,4,-3%,2.5%,-5,2%,-6,-10%
O=c1c2ccccc2n(Cc2ccccc2F)c(=O)n1Cc1ccccc1F,6,-4,7,0%,0.2%,6,0%,5,-7%
Cc1cccc(NC(=O)C(=O)NCCc2sc(-c3ccccc3)nc2C)c1C,3,5,-5,-2%,11%,3,-1%,·,0%
CCOC(=O)C1=C(O)C(=O)N(c2ccc(S(N)(=O)=O)cc2)C1c1ccc(Cl)cc1 (stereo not drawn),0,-38*,0,-3%,-0.6%,-10,4%,3,0%
Cn1ncc([N+](=O)[O-])c1C(=O)Nc1cc(Cl)ccc1Cl,·,·,·,-4%,·,·,2%,-3,-4%
O=C(NCCS(=O)(=O)N1CCN(c2ccccc2)CC1)C1CCCC1,-1,-1,-10,0%,-0.5%,-1,5%,-10,-4%
CC(C)CNC(=O)CC(=O)N/N=C/c1ccc(F)cc1,2,-12,-4,-7%,-0.8%,1,-1%,3,1%
O=C(Nc1cccc(S(=O)(=O)Nc2ccc(Cl)cc2)c1)c1ccccn1,1,-17,-10,0%,0.3%,6,1%,-4,1%
COc1ccc(OCc2nnc(SCC(=O)N3CCCc4ccccc43)n2-c2ccc(C)cc2)cc1,10,2,-6,3%,-1.9%,2,-6%,-3,1%
Cc1ccc([C@@H]2C[C@H]3[C@@H](CN2S(=O)(=O)c2ccc(Cl)cc2)C(=O)C[C@@H](c2ccc(C)cc2)N3S(=O)(=O)c2ccc(Cl)cc2)cc1,·,·,·,-3%,·,·,-4%,-9,-1%
CCC(C(=O)N1CCc2ccccc2C1)n1nc(C)n2c(cc3occc32)c1=O (stereo not drawn),0,-13,4,-6%,3.9%,13,·,-10,-6%
O=C(CNC(=O)OCc1ccccc1)OC(c1ccccc1)c1ccccc1,·,·,·,-2%,·,·,-8%,-3,4%
COc1ccccc1NC(=O)CCCN1C(=O)C(c2ccccc2)Oc2cccnc21 (stereo not drawn),3,-2,-7,-4%,1.8%,28,-4%,6,1%
COc1ccc(C(CNc2ncnc3sc(C)c(C)c23)N(C)C)cc1 (stereo not drawn),1,11,-3,-1%,6.7%,-25,-1%,-7,9%
Cc1cccc(C)c1NC(=O)CN1N=NC2C(=O)N(c3cccc(Cl)c3)C(=O)C21 (stereo not drawn),1,2,2,-3%,0.0%,-7,1%,·,2%
CCOc1ccc(NS(=O)(=O)c2ccc(NC(C)=O)c(OC)c2)cc1,1,-4,-3,-3%,0.3%,-2,-7%,-7,0%
COC(=O)CSc1nc2nc(C)cc(C)n2n1,-2,-9,2,-2%,5.4%,-2,1%,-5,-3%
Cc1ccc(N(CC(=O)Nc2ccc(C)c(Cl)c2)S(=O)(=O)c2cccs2)cc1,9,-13,-1,-5%,2.1%,23,-10%,·,-1%
COCCCNC(=O)CSc1nc2nc(C)c(Cc3ccccc3Cl)c(C)n2n1,0,-7,0,0%,0.4%,-9,0%,·,0%
Cc1cc(N)n(-c2ccccc2)n1,3,5,2,-1%,-1.3%,-3,6%,2,-4%
CCOC(=O)CNS(=O)(=O)c1c(C)noc1C,-2,-2,6,-5%,2.1%,7,5%,-6,-2%
Cc1ccc(C)c2nc(SCC(=O)N3CCCc4ccccc43)c(C#N)cc12,2,-13,-3,0%,-0.3%,-11,-6%,-14,4%
O=C(NC(=S)Nc1ccccc1)c1cncc(C#Cc2ccccc2)c1,7,-20,-3,-2%,12%,2,-9%,25,1%
COC(=O)c1ccccc1NC(=O)c1noc2c1CC(C(C)(C)C)CC2 (stereo not drawn),0,-1,-3,-2%,-0.4%,3,2%,-4,2%
CCOC(=O)c1cc2c(=O)n3ccccc3nc2n(Cc2ccco2)c1=NC(=O)c1c(F)cccc1Cl,2,-12,0,1%,17%,-3,?,·,1%
CCN(CCCNC(=O)C1CCC(=O)N1C(C)C)c1cccc(C)c1 (stereo not drawn),2,8,-3,1%,3.0%,14,0%,-19,-10%
CC(C(=O)NCCN1CCOCC1)c1ccc([N+](=O)[O-])cc1 (stereo not drawn),1,3,-6,-1%,1.2%,2,-1%,0,-1%
Cc1ccc(S(=O)(=O)N2CCN(C(=O)c3cc4c(s3)CCC(C)C4)CC2)cc1 (stereo not drawn),0,12,-3,-1%,2.7%,-9,2%,-7,3%
CCOC(=O)c1[nH]cc(-c2ccccc2)c1N1CCOCC1,-4,-11,2,-6%,-1.9%,-9,-1%,4,0%
O=[N+]([O-])c1cccc(C(O)C23CN4CN(CN(C4)C2)C3)c1 (stereo not drawn),2,2,7,-3%,-0.4%,1,-1%,16,0%

# Assay outcomes (PubChem)

# A portion of the library (hit frequency here may not be typical).
